# GlmU inhibition – inhibition of mycobacterial GlmU enzyme – biochemical, glucosamine-1-phosphate acetyltransferase (AID 1376); M. tuberculosis GlmU acetyltransferase enzyme assay; higher % means a stronger effect; 0.25% of 220,000 active; inhibition, %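 (tested at 30 µM in the primary screen)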, or IC50 in µM where a hit was titrated; in the data active = inhibition above about 13%; inconclusive = no clear call, values can overlap the other calls;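 note: 0% = complete reaction with vehicle and 100% = reaction without substrate; strong numbers were not always called active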
# RmlCD inh 1536 – M. tuberculosis RmlC/RmlD inhibition. P9WH09+P9WH11. RmlC+RmlD coupled enzyme assay, percent inhibition; primary screen in compound mixtures. inhibition, % at 3.6 µM. 0.03% of 160,000 active. AID 1533; in the data active = inhibition mostly above about 34%, no sharp cut-off; inconclusive = no clear call, values can overlap the other calls; inactive = mostly below about 22%; note: some results filed as inactive read as strong as hits
# Target sequence (P9WH09 whole entry, looked up): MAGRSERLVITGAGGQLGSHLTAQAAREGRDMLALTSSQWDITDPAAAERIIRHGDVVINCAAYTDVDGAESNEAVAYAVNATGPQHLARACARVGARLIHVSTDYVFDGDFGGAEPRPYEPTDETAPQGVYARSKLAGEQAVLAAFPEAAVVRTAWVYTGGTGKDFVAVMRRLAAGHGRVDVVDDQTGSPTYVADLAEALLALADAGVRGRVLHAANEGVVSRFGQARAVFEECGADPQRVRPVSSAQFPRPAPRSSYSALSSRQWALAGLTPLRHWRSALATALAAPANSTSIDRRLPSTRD
# Target sequence (P9WH11 whole entry, looked up): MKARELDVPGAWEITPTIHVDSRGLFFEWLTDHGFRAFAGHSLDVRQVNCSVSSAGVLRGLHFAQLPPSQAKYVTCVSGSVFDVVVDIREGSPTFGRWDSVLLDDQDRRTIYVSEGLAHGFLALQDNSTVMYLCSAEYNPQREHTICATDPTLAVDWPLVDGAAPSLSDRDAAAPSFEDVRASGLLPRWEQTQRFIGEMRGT
# * hit, by the source's call; ? = inconclusive; . = no result given.
# Under each structure: GlmU inhibition | RmlCD inh 1536
- C/C=C\C(=O)Nc1cccc(C2=NOC3(C2)C[C@@H](C(N)=O)N(C(=O)COc2ccc(Cl)cc2)C3)c1 (stereo partly drawn)
→ -0.5% | 7
- CCN(CC)S(=O)(=O)c1ccc(C)c(C)c1
→ -0.6% | -1
- O=C(c1ccccc1)c1cc([N+](=O)[O-])ccc1N1CCCC1
→ 3.4% | -6
- COc1ccccc1Nc1nc(NCC(C)C)nc(N)c1[N+](=O)[O-]
→ 5.1% | -3
- COc1cccc(C2=NOC(C(=O)NCc3ccco3)C2)c1 (stereo not drawn)
→ . | -10
- Cc1cccc(C)c1NC(=S)N(Cc1ccccc1)Cc1cccnc1
→ 6.5% | 1
- CCCCCC(/C=N/Nc1ccc(S(=O)(=O)N2CCOCC2)cc1[N+](=O)[O-])=C\c1ccccc1
→ -2.2% | .
- Cc1nnc(SCCN2C(=O)c3ccccc3C2=O)nc1C
→ 2.0% | .
- Cc1cc(C)n(Cc2n[nH]c(=S)n2Cc2ccccc2)n1
→ -1.0% | .
- O=C(C1CCN(S(=O)(=O)N2CCC3(CC2)OCCO3)CC1)N1CCc2ccccc2C1
→ . | -5
- Cc1nn(C)c(C)c1NC(=O)c1ccc(Br)o1
→ 1.4% | 8
- CN(c1ccc(C(=O)Nc2ccccc2C(=O)N2CCCC2)cc1)S(C)(=O)=O
→ 0.3% | 10
- CCOC(=O)N1CCN(CC(O)COc2ccccc2C(C)C)CC1 (stereo not drawn)
→ -4.2% | -13
- O=[N+]([O-])c1cc(S(=O)(=O)N2CCCC2)ccc1N/N=C/c1ccccn1
→ 4.0% | 1
- COc1ccccc1C(=O)NCC(=O)Nc1ccccc1
→ 0.1% | 7
- COc1ccc(S(=O)(=O)N2CCOCC2)cc1NC(=O)Cc1c(Cl)cccc1Cl
→ 2.4% | 5
- CCOC(=S)SCC(=O)Nc1nc(C)c(C)s1
→ 1.2% | -38
- Cc1cccc(C)c1NC(=O)COc1cccc(/C=N/NC(=O)C(=O)NCc2ccccc2)c1
→ -1.0% | 19
- CC1(C)Cc2c(C#N)c(SCCOc3ccccc3)nc(N3CCOCC3)c2CO1
→ 4.6% | 15
- O=C1C(=O)N(Cc2ccccc2)C(=O)N1CCN1C(=O)c2ccccc2C1=O
→ 2.4% | -3
- CCCSc1nc2c(cnn2-c2ccc(C)c(C)c2)c(=O)[nH]1
→ -3.0% | .
- CCN(CC)c1ccc(N=Cc2c(C)[nH]c3ccccc23)cc1
→ -2.3% | 2
- CCC(Sc1ccccn1)C(=O)Nc1nnc(C)s1 (stereo not drawn)
→ 1.0% | .
- Cc1nc2ccc(NC(=O)c3cc([N+](=O)[O-])cc([N+](=O)[O-])c3Cl)cc2s1
→ 0.9% | -6
- Cc1ccc(C2(C)NC(=O)N(CC(=O)NCCC3=CCCCC3)C2=O)cc1 (stereo not drawn)
→ -2.5% | .
- CC(C)(C)c1ccc(C(=O)C2CCCN(C(=O)CN3CCCC3=O)C2)cc1 (stereo not drawn)
→ 1.1% | -13
- CC(=O)Nc1cccc(-c2nnc(SCc3ccccc3C#N)n2C)c1
→ 5.0% | -4
- CCN(CC)C(=O)N1CCc2ccccc21
→ 3.5% | -12
- CC1CCN(C(=O)c2cc3ccccc3c(=O)o2)CC1
→ 1.2% | 0
- O=C(CSc1nnc(NCc2ccccc2)s1)NC1CCS(=O)(=O)C1 (stereo not drawn)
→ 0.3% | -16
- OC(COCC(F)(F)C(F)(F)C(F)(F)C(F)F)Cn1c2ccccc2c2ccccc21 (stereo not drawn)
→ 2.9% | -8
- Cc1ncc(N=Nc2ccc(F)cc2)c(-c2ccc(Cl)cc2)n1
→ -1.3% | 5
- CSc1nc(N(C)NC(=O)c2cccc(C)c2)c2ccccc2n1
→ -0.2% | .
- COCC(=O)Nc1cc(C(=O)Nc2ccccc2C)ccc1Cl
→ 1.2% | .
- CCCCOc1ccc(/C=C/C(=O)Nc2ccc(C(N)=O)cc2)cc1
→ -0.9% | 47
- O=C(O)c1ccccc1C(=O)c1ccc(Oc2ccccc2)cc1
→ 3.3% | -6
- COC(=O)c1ccc(S(=O)(=O)NC(C)(C)C)n1C
→ 1.9% | -12
- c1ccc(C(c2ccccc2)N2CCN(c3ccc4ccccc4n3)CC2)cc1
→ -0.8% | 6
- COC(=O)C1=C(C)N(CC(C)C)C(=O)/C1=C\c1cccs1
→ 2.2% | 5
- S=c1[nH]cc(-c2ccccc2)n1-c1ccccc1Cl
→ 5.0% | -11
- COc1cccc(CN(C)CC(=O)Nc2cccc(S(N)(=O)=O)c2)c1OC
→ -1.5% | -4
- Cc1cccc(-n2ncc3c(N4CCCc5ccccc54)ncnc32)c1
→ 2.8% | .
- CCOc1cc(/C=N/NC(=O)CSc2nnc(C)s2)ccc1OCc1ccccc1Cl
→ 1.3% | 10
- COc1ccc(Cc2nnc(NC(=O)Cc3cccs3)s2)cc1OC
→ 7.2% | -4
- COC(=O)c1ccccc1NC(=O)CSc1nnc(CNS(=O)(=O)c2ccc(C)cc2)n1C
→ 0.4% | 2
- CCSc1nnc(NC(=O)c2ccccc2C)s1
→ -8.6% | 2
- O=C(Cc1ccc([N+](=O)[O-])cc1)N1CCc2ccccc2C1
→ 6.9% | -12
- CC(C)(C)[C@@H]1C=C(C(N)=O)O[C@H](OCc2ccc(CO)cc2)C1
→ -1.2% | .
- Cc1ccc(NS(=O)(=O)c2cc(C(=O)N(C)C)ccc2C)cc1C
→ 6.1% | 18
- O=C(CSc1nnc2ccccn12)NCCc1ccc(F)cc1
→ 3.0% | 6
- Cc1ccc(C(=O)COC(=O)c2ccc3c(c2)C(=O)N(c2cccc4ncccc24)C3=O)cc1
→ 4.5% | 12
- Cc1ccc(SCc2nc(-c3cccnc3)no2)cc1
→ 0.3% | .
- O=C(CCN1C(=O)c2ccccc2C1=O)NCc1ccco1
→ 8.4% | ?
- Cc1cc(Cl)ccc1OCCCC(=O)NCc1cccs1
→ -0.4% | 5
- CCn1c(SCC(=O)NC(=O)Nc2ccc3c(c2)OCCO3)nnc1-c1cccs1
→ -2.2% | 7
- CC(=O)c1ccc2c3c(cccc13)C(=O)N(CCc1ccccc1)C2=O
→ -6.1% | 6
- COc1cccc(OC)c1C(=O)N1CC(C)OC(C)C1 (stereo not drawn)
→ 2.5% | -12
- Oc1ccc(Nc2ccnc3cc(Cl)ccc23)cc1
→ 2.3% | 6
- Cc1ccc(N(CC(=O)NC2CCCCC2)C(=O)c2ccc(C)s2)cc1
→ -1.5% | .
- Cc1cc(C)nc(NC(=NCc2ccc3c(c2)OCO3)NC(=O)Nc2ccccc2)n1
→ 0.1% | 7

# Going on with the list.
# Under each structure: GlmU inhibition | RmlCD inh 1536
- Cc1cc(NC(=O)CN2CCC(C)CC2)no1
→ 1.2% | 6
- O=C1c2cccnc2Oc2ccc(Cl)cc2N1Cc1ccc(F)cc1
→ -3.8% | -4
- Cc1ccccc1C(=O)NNC(=O)c1ccc(Br)cc1
→ 2.0% | 8
- COc1cccc2c1OC1(C)CC2NC(=O)N1c1cccc(C(=O)N2CCN(c3ccccn3)CC2)c1 (stereo not drawn)
→ -1.7% | 12
- COc1ccc(N=C2NC(=O)/C(=C/C=C/c3ccccc3)S2)cc1
→ 3.9% | -9
- COC(=O)c1cccc(-n2nnnc2SCC(=O)Nc2cc(C)on2)c1
→ -7.5% | 11
- CC(=O)NCCCCCCNC(C)=O
→ 1.3% | -6
- NCCCC[C@H]1CNC(=O)C(=O)N1CCc1cc(C(F)(F)F)cc(C(F)(F)F)c1
→ 1.9% | .
- CC(=Nc1ccc(C)cc1)c1sc2ccccc2c1O
→ -4.8% | 5
- Nc1nc(F)nc2c1ncn2[C@@H]1O[C@H](CO)[C@@H](O)[C@@H]1O
→ -3.3% | .
- CC1(C)CC(=O)C(Sc2nnc(-c3ccc(NS(C)(=O)=O)cc3)n2Cc2ccco2)C(=O)C1
→ -0.5% | 7
- COc1ccc(C2C(C(=O)Nc3cccc(OC)c3)c3ccccc3C(=O)N2C)cc1 (stereo not drawn)
→ -2.5% | 16
- O=C1CC(N2CCN(Cc3ccc4c(c3)OCO4)CC2)C(=O)N1CCc1ccccc1 (stereo not drawn)
→ -2.3% | .
- NC(=O)CSc1nnc2n(-c3ccccc3)c(=O)c3c4c(sc3n12)CCCCC4
→ -6.0% | .
- COC(=O)C1=C(C)N(Cc2ccco2)C(=O)/C1=C\c1ccc([N+](=O)[O-])cc1
→ -1.1% | 6
- O=C(CCc1ccccc1)NN1C(=O)C2C3C=CC(C3)C2C1=O (stereo not drawn)
→ -0.1% | -1
- O=C(CCC1CCCC1)Nc1ccon1
→ 0.3% | .
- O=C(O)/C(=C\c1cccs1)c1ccccc1
→ 6.5% | -9
- CCCCC(=O)NC(c1ccc(OC)c(OC)c1)c1c(O)ccc2ccccc12 (stereo not drawn)
→ -0.1% | 12
- O=C(NCc1ccco1)c1ccccc1NS(=O)(=O)c1cccs1
→ 1.0% | -7
- NC(=O)CSc1nnc(Cc2cccs2)n1C1CCCCC1
→ 3.7% | 7
- CC(=O)O[C@H]1C2OC(=O)C(C)=C2[C@@H]2OC(=O)[C@]3(CCC4OC41C)OC23 (stereo partly drawn)
→ 1.4% | .
- Cc1ccsc1C(=O)OCC(=O)NCC1CCCO1 (stereo not drawn)
→ -0.8% | .
- Cc1ccc(C)c(NC(=O)CSc2nnc([C@@H]3CCCN3C(=O)OC(C)(C)C)o2)c1
→ -7.0% | .
- CCN1CCN(C(=O)c2ccc3c(=O)n(CCC4=CCCCC4)c(=O)[nH]c3c2)CC1
→ 2.5% | .
- O=C(Nc1ccccc1-c1ccccc1)C(=O)Nc1ccccc1-c1ccccc1
→ 1.5% | .
- COc1cc(C(=O)OCC(=O)NC2CCS(=O)(=O)C2)c([N+](=O)[O-])cc1OC (stereo not drawn)
→ 1.7% | 12
- CC1CCCC(C)N1C(=O)Cn1c(SCC(=O)NCc2ccc3c(c2)OCO3)nc2ccccc21 (stereo not drawn)
→ 4.0% | -7
- Nc1ncnc(Sc2ccccc2)c1[N+](=O)[O-]
→ -1.9% | 37
- Cc1ccc(-c2noc(-c3ccno3)n2)cc1
→ -4.0% | -10
- O=C(O)c1cccc(NC(=O)c2cccc(S(=O)(=O)N3CCc4ccccc4C3)c2)c1
→ 4.9% | 12
- COc1ccccc1CNC(=O)c1cnc2sccn2c1=O
→ -8.8% | .
- CCOP(=O)(OCC)C(NC(=O)Nc1c(C)cc(C)cc1C)c1ccccc1 (stereo not drawn)
→ -2.5% | -1
- Cc1n[nH]c(=S)n1-c1cccc(Cl)c1
→ 0.4% | 4
- O=C(Nc1cccc(Cl)c1)c1ccc(-n2cncn2)c([N+](=O)[O-])c1
→ -4.0% | -2
- CCN(c1ccccc1)S(=O)(=O)c1ccc2[nH]cc(C(=O)NCCOC)c(=O)c2c1
→ -4.2% | .
- COc1ccc(C(=O)c2c[nH]cc2-c2ccccc2)cc1
→ 7.1% | 3
- CCOC(=O)c1nnn(-c2nc(N3CCCC3)nc(N3CCCC3)n2)c1-c1ccccc1
→ . | -10
- CCCc1cc(=O)n2[nH]c(NCc3ccccc3F)nc2n1
→ -1.4% | .
- Cc1ccc(S(=O)(=O)Cc2nc3ccccc3c(=O)[nH]2)cc1
→ 2.7% | 16

# Looked up one by one from the list above (6):
# Under each structure: GlmU inhibition | RmlCD inh 1536
- CCN(c1ccccc1)S(=O)(=O)c1ccc2[nH]cc(C(=O)NCCOC)c(=O)c2c1
→ -4.2% | .
- CC1CCCC(C)N1C(=O)Cn1c(SCC(=O)NCc2ccc3c(c2)OCO3)nc2ccccc21 (stereo not drawn)
→ 4.0% | -7
- Cc1ccc(C)c(NC(=O)CSc2nnc([C@@H]3CCCN3C(=O)OC(C)(C)C)o2)c1
→ -7.0% | .
- Cc1ccc(-c2noc(-c3ccno3)n2)cc1
→ -4.0% | -10
- CCCc1cc(=O)n2[nH]c(NCc3ccccc3F)nc2n1
→ -1.4% | .
- NC(=O)CSc1nnc(Cc2cccs2)n1C1CCCCC1
→ 3.7% | 7

# Carrying on:
# Under each structure: GlmU inhibition | RmlCD inh 1536
- COc1ccc(N2CC(C(=O)Nc3cc(C)ccn3)CC2=O)cc1 (stereo not drawn)
→ 1.9% | -8
- Cc1cc(C)n(C2CC(=O)N(c3ccc(Cl)c(Cl)c3)C2=O)n1 (stereo not drawn)
→ 66% | 4
- CCCN1C(=O)c2ccc(C(=O)NCc3ccco3)cc2C1=O
→ 1.0% | -3
- CCOC(=O)c1nnc(-c2ccc(C)cc2)nc1Sc1ccc(Cl)cc1
→ 1.3% | -2
- COCCNC(=O)C1CCC(=O)N(c2ccc(OC)cc2)C1c1ccc(OC)c(OC)c1 (stereo not drawn)
→ -6.2% | -5
- COc1ccc(/C=C/C2=CC(C)(C)NC(=S)N2)cc1OC
→ 1.7% | -9
- COc1c(Cl)ccc(Cl)c1C(=O)NC(=O)N1CCOCC1
→ -0.5% | .
- O=C(Nc1cccnc1)c1cc(-c2cccs2)on1
→ 0.6% | 4
- CC1Cc2ccccc2N1C(=O)CN(C)S(=O)(=O)c1cccc2cccnc12 (stereo not drawn)
→ -1.3% | 0
- CC(=O)Nc1ccccc1OP1(=O)COc2ccccc2OC1
→ -4.3% | .
- CS(=O)(=O)N1CCCC(C(=O)N2CCC3(CC2)OCCO3)C1 (stereo not drawn)
→ -3.5% | 105
- CSc1ccc(C(=O)C2CCCN(C(=O)c3cccnc3SC)C2)cc1 (stereo not drawn)
→ -4.0% | 3
- COC(=O)CSc1nc(C)cc(C(F)(F)F)c1C#N
→ -1.4% | 9
- Nc1c(C(=O)NCc2ccc3c(c2)OCO3)c2nc3ccccc3nc2n1CCCN1CCOCC1
→ -1.2% | 8
- FC(F)(F)c1cccc(Cc2noc(CN(Cc3ccccn3)CC3CCCO3)n2)c1 (stereo not drawn)
→ -4.9% | .
- COc1cccc(NC(=O)CS(=O)(=O)c2cn(CC(=O)N3CCOCC3)c3ccccc23)c1
→ 1.2% | 6

# Screens: PubChem, several laboratories

# Some of the compounds tested; the hit share may differ from the screen's.
